FadD28 binding: inhibitors of Mycobacterium tuberculosis FadD28 bisubstrate binding. inhibition, % at 12.5 µM. FadD28 bisubstrate probe binding, fluorescence polarization. 360,000 compounds, 0.22% hits; in the data active = inhibition above about 8.5%, passing the limit was not always enough; inconclusive = no clear call, values can overlap the other calls
BoNT-F LC inh: inhibitors of Botulinum neurotoxin F light chain protease. AID 588497. 360,000 compounds, 0.22% hits. Multiplex microsphere protease cleavage assay, flow cytometry. inhibition, % at 10 µM; in the data active = inhibition above about 35%, passing the limit was not always enough; inconclusive = no clear call, values can overlap the other calls; also: plate controls were buffer without enzyme for full effect and enzyme alone for no effect
GDH-TPI inh: counter-screen for M. tuberculosis FBA inhibitors: GDH-TPI coupled enzymes; AID 588335; GDH-TPI coupled enzyme counterscreen, NADH absorbance; inhibition, % at 4.8 µM; 360,000 compounds, 1.2% hits; in the data active = inhibition above about 30%;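 also: 0% = DMSO wells and 100% = wells lacking the enzyme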
BioA inh: inhibitors of Mycobacterium tuberculosis BioA enzyme; 360,000 compounds, 0.096% hits; purified M. tuberculosis BioA enzyme, plate reader; inhibition, % at 9.99 µM; in the data active = inhibition above about 40%; inconclusive = no clear call, values can overlap the other calls
PrPC TRFRET: inhibitors of human cell surface prion protein PrPC; TR-FRET read-out; inhibition, % at 13.8 µM; P04156; 370,000 compounds, 0.43% hits; in the data active = inhibition above about 24%; also: 0% = median of the test wells and 100% = reference compound wells
UGM FP inh: blocks M. tuberculosis UGM enzyme. purified UGM, fluorescence polarization probe displacement. P9WIQ1. inhibition, % at 10 µM. 320,000 compounds, 0.06% hits. AID 504406; in the data active = inhibition above about 10%, passing the limit was not always enough; inconclusive = no clear call, values can overlap the other calls
Target sequence (P9WIQ1 whole entry, looked up): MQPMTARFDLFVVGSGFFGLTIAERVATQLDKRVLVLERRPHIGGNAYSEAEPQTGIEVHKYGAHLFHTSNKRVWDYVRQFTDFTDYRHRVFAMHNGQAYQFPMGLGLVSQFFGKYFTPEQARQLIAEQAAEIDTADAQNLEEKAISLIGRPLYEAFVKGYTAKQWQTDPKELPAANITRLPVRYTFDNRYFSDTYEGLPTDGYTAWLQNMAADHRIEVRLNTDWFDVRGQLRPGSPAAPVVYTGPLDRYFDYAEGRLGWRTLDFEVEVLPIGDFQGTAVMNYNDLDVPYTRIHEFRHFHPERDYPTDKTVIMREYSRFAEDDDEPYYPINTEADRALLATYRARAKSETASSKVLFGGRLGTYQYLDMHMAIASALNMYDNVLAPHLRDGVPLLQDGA
Mtb FBA inh: Mtb fructose-bisphosphate aldolase inhibition; inhibition, % at 1 µM; P9WQA3; purified M. tuberculosis FBA, fluorescence read-out; 360,000 compounds, 2.3% hits; in the data active = inhibition above about 27%;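 also: 0% = vehicle and 100% = reference inhibitor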
Target sequence (P9WQA3 whole entry, looked up): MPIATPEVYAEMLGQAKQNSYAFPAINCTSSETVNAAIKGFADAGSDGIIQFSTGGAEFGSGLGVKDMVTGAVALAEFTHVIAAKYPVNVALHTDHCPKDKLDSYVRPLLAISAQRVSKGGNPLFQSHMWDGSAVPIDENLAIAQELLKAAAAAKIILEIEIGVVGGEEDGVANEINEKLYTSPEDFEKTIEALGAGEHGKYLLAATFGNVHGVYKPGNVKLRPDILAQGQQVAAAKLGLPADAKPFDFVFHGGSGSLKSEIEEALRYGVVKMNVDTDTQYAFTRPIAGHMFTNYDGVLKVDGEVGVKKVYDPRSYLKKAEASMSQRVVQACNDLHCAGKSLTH
Rv3671c inh: Rv3671c (M. tuberculosis) protease inhibition. inhibition, % at 5.96 µM. 320,000 compounds, 0.048% hits. AID 2606; in the data active = inhibition above about 38%;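 also: extracellular domain of Rv3671c used as enzyme; 0% = enzyme with DMSO and 100% = no enzyme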
MazEF act: increases E. coli MazEF RNase cleavage of RNA; 350,000 compounds, 0.32% hits; activation, % at 20 µM; FAM/BHQ RNA-DNA oligo cleavage fluorescence, 5 h; in the data active = activation above about 50%
Target sequence (P0AE70 whole entry, looked up): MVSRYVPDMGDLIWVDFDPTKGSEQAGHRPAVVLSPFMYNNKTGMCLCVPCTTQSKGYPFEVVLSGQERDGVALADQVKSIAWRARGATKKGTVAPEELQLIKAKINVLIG
The depositor's hits bear a star; ? = inconclusive; · = no result given. This is a random part of the collection. About 4.8% of those tested had a hit in this group.

SMILES | FadD28 binding | BoNT-F LC inh | GDH-TPI inh | BioA inh | PrPC TRFRET | UGM FP inh | Mtb FBA inh | Rv3671c inh | MazEF act
Cc1ccc(NC2CCCN(C(=O)c3cn4cccc(C)c4n3)C2)cc1C (stereo not given) | -2.6 | 11.7 | -9.8 | 0.1 | -3.6 | -2.9 | 5.2 | · | -0.1
CN1CCC2(CC1)CC(NC=O)c1ccccc1O2 (stereo not given) | 1.2 | -0.7 | 0.7 | · | -0.9 | -0.6 | -0.3 | 2.3 | 2.8
COc1ccc(Cl)cc1NC(=O)C[n+]1ccccc1 | -3.1 | 2.3 | 1.7 | -1.1 | 11.5 | -1.1 | 0.2 | 1.2 | 7.0
COc1ccc(CNC(=O)c2ccc(CS(=O)(=O)c3ccc(Br)cc3)o2)cc1 | -5.7 | -1.9 | -5.0 | -2.7 | 1.6 | -3.3 | -3.0 | 12.7 | -0.7
COc1ccc(C(=O)Nc2cc3c4c(c2)C(C)C(=O)N4CCC3)c(OC)c1 (stereo not given) | -0.4 | · | 9.5 | 0.5 | 2.7 | -0.6 | 0.7 | -4.1 | 2.1
CCc1ccc(NS(=O)(=O)c2ccc3c(c2)CCN3C(=O)CCC(=O)O)cc1 | -1.2 | 6.3 | 10.0 | 0.3 | 12.5 | -2.5 | 4.5 | -5.9 | -3.8
O=C(CNCc1ccccc1)NC1C2CC3CC(C2)CC1C3 (stereo not given) | -0.9 | 6.0 | 8.6 | 2.0 | 5.0 | -0.5 | -0.2 | 0.0 | -1.3
CCCn1c(=O)c(C(=O)c2ccccc2)nc2ccccc21 | -3.2 | 5.8 | 20.4 | 0.6 | -0.4 | 3.6 | -2.9 | 1.1 | 1.7
Cc1ccc(-c2csc3ncn(CC(=O)N4CCOCC4)c(=O)c23)cc1 | -2.7 | -3.0 | -1.9 | -0.5 | -0.1 | 4.0 | 1.1 | -3.1 | -1.2
CC(C)(C)c1ccc(C2CC2C(=O)N/N=C\c2cc3ccccc3nc2Cl)cc1 (stereo not given) | -1.1 | -0.9 | 2.4 | 2.3 | 0.7 | -1.7 | -0.4 | -11.1 | -2.3
Nc1cc(-c2nc3ncccc3o2)ccc1Cl | -0.5 | -0.6 | 23.1 | 1.0 | -6.1 | 2.4 | 37.7* | -1.8 | 6.7
CC(C)C(=O)Nc1nnc(S(=O)(=O)N2c3ccccc3CC2C)s1 (stereo not given) | 0.0 | -4.7 | -1.4 | 0.3 | -5.3 | -0.4 | 0.7 | -3.0 | -0.4
CCOC(=O)c1nn(-c2ccccc2)c(C)c1C(C)=O | -2.3 | 5.3 | 0.6 | 0.2 | -0.4 | 0.5 | 0.9 | -5.3 | -0.9
CC1=CS(=O)(=O)CC1Sc1nc(C)n[nH]1 (stereo not given) | -2.6 | -4.0 | 4.5 | · | 1.1 | -1.5 | 4.8 | 7.5 | -7.2
COc1cccc(NC(=O)CCNS(=O)(=O)c2ccc3c(c2)CC(C)N3C(=O)C2CC2)c1 (stereo not given) | -5.2 | 1.7 | -6.8 | 1.3 | 12.9 | -1.3 | -0.2 | 2.0 | 3.9
CCC(c1nnnn1C(C)(C)C)N1CCN(C2CCCC2)CC1 (stereo not given) | -3.8 | -12.1 | 5.3 | -1.0 | -3.6 | 0.2 | 3.0 | -3.6 | -2.9
O=Cc1cc(N=Nc2ccc(S(=O)(=O)O)cc2)ccc1O | -0.3 | -3.3 | 19.8 | · | -17.2 | 2.5 | -22.4 | -0.3 | -0.3
CC(C)c1ccc(N(CC(=O)N/N=C/c2ccc(OC3CSC3)cc2)S(=O)(=O)c2ccccc2)cc1 | -0.3 | -5.0 | -1.5 | · | 1.6 | 1.4 | 6.2 | -2.2 | -11.2
Cc1ccc(C)c(NC(=O)c2ccccc2NS(=O)(=O)c2cc([N+](=O)[O-])ccc2C)c1 | -2.9 | -2.1 | 4.6 | 5.8 | -2.6 | 2.3 | -10.6 | -10.1 | 0.1
Cc1ccc(C(=O)Nc2cccnc2)cc1S(=O)(=O)N1CCCCC1 | -3.1 | 12.9 | -1.3 | · | 4.9 | 2.0 | 1.7 | -8.3 | 17.8
CC(=O)c1cccc(NC(=O)C2CCN(C(=O)c3cccs3)CC2)c1 | -2.1 | -42.0 | -1.1 | 6.7 | -3.8 | -2.2 | -5.0 | 0.5 | 10.5
Cc1[nH][nH]c(=O)c1C(c1ccccc1[N+](=O)[O-])C(C#N)C#N (stereo not given) | -2.1 | 6.9 | -0.6 | 0.6 | 0.5 | 1.5 | 4.9 | -7.8 | 1.9
Cc1ccc(S(=O)(=O)N/N=C/c2cc(Br)ccc2O)cc1 | 3.3 | 0.4 | 22.7 | -0.2 | -0.6 | -0.7 | 7.0 | -7.1 | -0.1
O=C(N/C(=C/c1ccccc1Cl)C(=O)N1CCCCC1)c1ccco1 | -0.7 | 2.8 | -1.0 | 2.9 | -5.5 | -1.4 | 0.1 | -9.0 | -0.2
COc1cc(NC(=S)N2CCN(c3ccccn3)CC2)c(OC)cc1Cl | -1.4 | -4.5 | 10.3 | · | -0.4 | 2.1 | 2.1 | 4.8 | 2.6

A section taken from the entries so far, as a working copy:
SMILES | FadD28 binding | BoNT-F LC inh | GDH-TPI inh | BioA inh | PrPC TRFRET | UGM FP inh | Mtb FBA inh | Rv3671c inh | MazEF act
Cc1ccc(S(=O)(=O)N/N=C/c2cc(Br)ccc2O)cc1 | 3.3 | 0.4 | 22.7 | -0.2 | -0.6 | -0.7 | 7.0 | -7.1 | -0.1
O=C(N/C(=C/c1ccccc1Cl)C(=O)N1CCCCC1)c1ccco1 | -0.7 | 2.8 | -1.0 | 2.9 | -5.5 | -1.4 | 0.1 | -9.0 | -0.2
COc1cc(NC(=S)N2CCN(c3ccccn3)CC2)c(OC)cc1Cl | -1.4 | -4.5 | 10.3 | · | -0.4 | 2.1 | 2.1 | 4.8 | 2.6

Remaining list, next part
SMILES | FadD28 binding | BoNT-F LC inh | GDH-TPI inh | BioA inh | PrPC TRFRET | UGM FP inh | Mtb FBA inh | Rv3671c inh | MazEF act
CN(Cc1ccccc1)S(=O)(=O)c1ccc(Cl)c(C(=O)NCc2ccc3c(c2)OCO3)c1 | 0.7 | 1.4 | 5.8 | -0.9 | -3.6 | 1.1 | -0.3 | -11.1 | -4.5
CCCOC(=O)C1C2C=C[C@]3(CN(CCc4ccccc4)C(=O)[C@H]13)O2 (stereo not given in full) | -1.0 | -10.9 | -4.2 | 0.5 | -2.3 | -2.7 | 0.7 | -0.8 | -1.7
O=C(NCc1nc2ncc(Br)cc2[nH]1)c1ccccc1 | -3.2 | -2.6 | -11.3 | 0.8 | 0.9 | 1.6 | 2.4 | 0.0 | 9.1
CC(/C=N/NC(=O)CSc1nc2ccccc2n1C)=C\c1ccco1 | -0.1 | -3.1 | 11.7 | · | 6.0 | 0.6 | -2.0 | -5.6 | 0.3
O=C(O)Cc1ccc(NC(=S)Nc2ccc(Br)cc2Cl)cc1 | 1.2 | -5.5 | 6.2 | 0.3 | 1.3 | 3.2 | 1.4 | -4.3 | -3.1
Cc1ccsc1C(=O)OC1CCOC1=O (stereo not given) | -3.6 | ? | -5.8 | 0.5 | 4.5 | 2.2 | 3.8 | -4.7 | 1.8
c1ccc(C2OCCN3CCCCC23)cc1 (stereo not given) | 1.5 | -33.4 | -4.4 | · | -0.6 | -2.1 | -0.1 | -2.0 | 6.2
Cc1cc(Cl)ccc1NC(=O)c1ccc2c(c1)CCN2S(C)(=O)=O | · | -8.2 | 0.7 | 2.6 | 3.2 | 0.0 | -1.8 | · | 6.3
CCOc1ccccc1N1CCN(Cc2ccc(OC)c(OC)c2)CC1 | -0.1 | · | 7.0 | 0.8 | -5.8 | 1.1 | 0.0 | 2.5 | -10.1
COCCNC(=O)C1CCC(CNS(=O)(=O)c2ccccc2)CC1 (stereo not given) | 1.9 | -18.1 | -0.7 | 4.0 | -4.6 | 0.2 | -2.4 | -6.6 | -1.6
Cc1ccc(C(=O)NC(CCc2ccccc2)C(=O)O)cc1 (stereo not given) | 0.9 | -9.5 | 9.1 | 0.3 | 10.1 | · | -1.9 | · | 2.5
CCCCN(CC)Cc1ccc(CNC(=O)Nc2ccc(Cl)cc2)o1 | -1.0 | -7.1 | 8.9 | · | -2.4 | -0.5 | 1.5 | -3.3 | -12.2
COc1ccc(C(Nc2ccccn2)c2c(NC(=O)c3ccco3)sc(C)c2C)cc1OC (stereo not given) | -0.8 | 0.8 | 6.0 | -0.9 | -1.7 | 1.1 | -2.8 | -17.3 | 11.9
O=C(NN1C(=O)NC2(CCCCC2)C1=O)c1ccc(Cl)s1 | -2.8 | -1.8 | 0.9 | -0.2 | -3.0 | 0.1 | -1.5 | -3.4 | 2.0
O=C(CSc1n[nH]c(-c2cccnc2)n1)Nc1ccnc2ccccc12 | -0.8 | -7.2 | 1.9 | 46.0* | -2.8 | 1.5 | -2.4 | 1.3 | 2.5
O=C(c1cc(-c2ccc(F)cc2)no1)N1CCN(Cc2ccc3c(c2)OCO3)CC1 | -4.2 | -5.1 | 6.9 | -0.4 | -5.3 | -3.0 | 0.1 | -1.0 | -2.7
CCc1nnc(NC(=O)Cc2ccc(OC)c(S(=O)(=O)N3CCOCC3)c2)s1 | -2.2 | 11.3 | 7.1 | -0.7 | -4.3 | · | 1.9 | · | -8.3
Cc1cc(C)n2nc(SCCCC(=O)c3ccccc3)nc2n1 | -0.1 | -0.3 | -3.1 | · | 10.0 | -1.3 | 0.0 | -0.6 | -4.2
Cc1cc(C)cc(Cn2c3ccc(NC(=O)NCc4ccccc4)cc3c(=O)n2C)c1 | -4.0 | 2.8 | -7.6 | 0.3 | 14.8 | · | 172.5* | · | ·
CCOCCCNC(=O)CN1CCN(Cc2ccc(Cl)cc2)C1=O | -3.4 | 8.8 | 0.0 | -1.0 | 5.9 | 0.4 | 4.2 | -0.1 | 6.2
CN(C)c1ccc(NC(=O)c2sc(SCC(=O)Nc3nccs3)nc2N)cc1 | 0.0 | -4.6 | 26.3 | -1.7 | -9.0 | -0.5 | -0.7 | 4.2 | 19.8
COc1ccccc1CNC(=O)[C@@H](NC(=O)C1CCN(C(=O)[C@@H]2CCCN2C(=O)OC(C)(C)C)CC1)C(C)C | -2.3 | -0.7 | 3.9 | -1.0 | 1.3 | -0.9 | -0.7 | -4.8 | 9.0
Cc1ccc(NS(=O)(=O)c2cc(C(=O)O)ccc2Cl)c(C)c1 | -4.4 | -23.8 | -0.5 | -2.2 | 7.9 | -0.3 | 1.2 | 6.1 | 3.6
COc1ccc2oc(=O)c(/C(C)=N/Nc3ccccc3)cc2c1 | -1.8 | -5.7 | 11.7 | · | -3.4 | 1.1 | 6.6 | -13.2 | -2.3
CCOc1ccc(NC(=O)CN(C)C(=O)c2ccc3c(c2)S(=O)(=O)N=C2CCCCCN23)cc1OCC | -1.2 | 87.4* | -6.7 | -0.5 | -1.8 | · | -1.8 | · | 7.5
(more compounds)
SMILES | FadD28 binding | BoNT-F LC inh | GDH-TPI inh | BioA inh | PrPC TRFRET | UGM FP inh | Mtb FBA inh | Rv3671c inh | MazEF act
CCOC(=O)CSc1ccccn1 | -4.3 | 1.4 | -3.2 | · | 0.6 | -0.4 | -4.7 | 0.7 | 1.8
CC1CCN(C(=O)c2ccc(S(=O)(=O)N3CCOCC3)cc2)CC1 | 0.0 | 16.9 | -0.4 | -8.1 | -4.9 | 7.8 | -0.5 | 3.9 | -1.3
CCOc1ccc(NC(=O)CCN2C(=O)CSc3ccccc32)cc1 | -1.5 | -4.5 | 4.8 | -1.9 | 3.8 | -2.3 | 0.2 | -0.7 | 8.4
CS(=O)(=O)N(CCc1ccccc1)CC(=O)Nc1ccc2c(c1)OCO2 | -0.3 | 0.4 | 10.1 | 0.9 | -1.4 | -0.2 | 2.4 | 1.6 | 6.7
Nc1[nH]ncc1-c1ccc(Cl)cc1 | -0.3 | -4.5 | -4.4 | -0.1 | 10.1 | 1.5 | 3.9 | 9.8 | -3.4
c1ccc2c(-c3nnc4n3CCCCC4)cc(-c3ccncc3)nc2c1 | 0.5 | 0.8 | 15.4 | · | -6.2 | 3.0 | 4.5 | 1.8 | -2.7
CC(Nc1nc(-c2ccc(F)cc2)cs1)c1nc2cc(C(F)(F)F)ccc2n1CCCO (stereo not given) | -1.5 | -5.0 | 2.2 | 6.3 | 4.8 | 4.4 | 0.0 | -11.0 | -2.8

Screens deposited in PubChem by several laboratories.
